# Screening results deposited in PubChem by National Center for Advancing Translational Sciences (NCATS).
# Pin1 inhibitor: qHTS Assay to Find Inhibitors of Pin1; Peptidyl-prolyl cis-trans isomerase NIMA-interacting 1 (Homo sapiens), Q13526; Pin1 FP peptide displacement, HiFluor488, 10 min; Potency, µM (series often up to 115 µM), for the others: at the top dose activity, negative = inhibition, actives largely listed as inhibitors; 390,000 compounds, 0.009% hits; AID 504891, 2011; active = well fitted inhibition curve with a large enough effect in the polarisation, with a control signal flat, not every such curve was filed as active; inconclusive = small, poorly fitted or top-dose-only effect, or effect the other way, or a change in a side signal; inactive = no such curve, though single readings can be large or run the other way; the % refers to the polarisation; note: % is set by controls: 0 for no effect and ±100 for the full control effect
# Target sequence (Q13526 whole entry, looked up): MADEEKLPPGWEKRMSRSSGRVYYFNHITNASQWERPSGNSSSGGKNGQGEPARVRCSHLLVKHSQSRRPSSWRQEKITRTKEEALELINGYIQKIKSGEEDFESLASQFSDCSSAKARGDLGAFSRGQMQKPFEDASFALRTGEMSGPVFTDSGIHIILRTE
# G9a inh: qHTS Assay for Inhibitors of Histone Lysine Methyltransferase G9a; G9a H3K9 monomethylation, AlphaScreen, 2 h; Potency, µM (series often up to 102 µM), inactives show at the highest dose activity, negative = inhibition, hits mostly inhibitors; 350,000 compounds, 8.8% hits; note: % is set by controls: 0 for no effect and ±100 for the full control effect; nearly all actives have a fitted effect of over 75% in size
# Target sequence (Q96KQ7 913-1193 limits assumed): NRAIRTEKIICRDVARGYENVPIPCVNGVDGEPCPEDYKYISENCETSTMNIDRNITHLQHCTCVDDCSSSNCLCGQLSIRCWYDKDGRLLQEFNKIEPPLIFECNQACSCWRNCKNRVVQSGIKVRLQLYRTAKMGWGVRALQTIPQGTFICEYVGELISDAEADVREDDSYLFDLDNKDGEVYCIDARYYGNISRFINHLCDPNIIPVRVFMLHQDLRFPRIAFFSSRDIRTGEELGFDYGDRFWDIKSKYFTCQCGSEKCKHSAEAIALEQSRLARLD
#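 Using a bead-based AlphaScreen, monomethylated H3K9 product from 2 h room-temperature reactions (G9a 20 nM, peptide 500 nM, SAM 20 uM) was detected with 0.5 ug/mL rabbit anti-H3K9me1 antibody.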
# Pol iota inh: qHTS for Inhibitors of Polymerase Iota | DNA polymerase iota (Homo sapiens), Q9UNA4 | Pol iota fluorescent replication assay, 10 min | Potency, µM (titrated, usually from 115 µM), without a hit: top-dose activity, negative = inhibition, usual class: inhibitors | 390,000 compounds, 1% hits | AID 588590, 2011
#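 Fluorescent replication assay read twice, at 0 min and 10 min after adding 50 nM (final) substrate. Enzyme (10 nM) and compounds were first incubated 15 min at room temperature; enzyme-free buffer wells were negative controls.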
# HP1b chromo inh: HTS for Inhibitors of HP1-beta Chromodomain Interactions with Methylated Histone Tails | Potency, µM (series often up to 114 µM), for the others: at the highest dose activity change, negative = inhibition, usual class: inhibitors | 390,000 compounds, 0.56% hits | AID 540317, 2011 | AlphaScreen HP1-beta / biotin-H3K9me3 peptide binding | Chromobox protein homolog 1 (Homo sapiens), P83916; note: nearly all actives have a fitted effect of over 70% in size; inactives centre near 23
# Target sequence (P83916 whole entry, looked up): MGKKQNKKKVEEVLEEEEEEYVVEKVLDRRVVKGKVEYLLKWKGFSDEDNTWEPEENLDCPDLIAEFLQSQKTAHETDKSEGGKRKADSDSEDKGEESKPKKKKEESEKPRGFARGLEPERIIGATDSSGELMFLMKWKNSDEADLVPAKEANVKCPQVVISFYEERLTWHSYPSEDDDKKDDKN
#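 HP1-beta protein (50 nM final) preincubated 30 min at room temperature with biotinylated H3(1-18)K9me3 peptide (50 nM) in PBS pH 7.4, 0.01% Tween-20, then compound added for 30 min. AlphaScreen streptavidin donor/nickel chelate acceptor beads (10 ug/mL final), 30 min dark, luminescence read.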
# GLS inhibitor: qHTS for Inhibitors of Glutaminase (GLS); GLS enzymatic activity, qHTS titration; Potency, µM (titrated, usually from 45.5 µM), for the others: at the highest dose activity change, negative = inhibition, usual class: inhibitors; 410,000 compounds, 0.21% hits; AID 624170, 2012; Glutaminase kidney isoform, mitochondrial (Homo sapiens), O94925; note: % is set by controls: 0 for no effect and ±100 for the full control effect
#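 Two-point fluorescence kinetic (t0, 30 min RT) for hKGA; glutamate detected via glutamate oxidase–HRP–Amplex Red. Substrate: 1 mM L-glutamine solution; buffer 45 mM KH2PO4, pH 8.2.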
# JMJD2A Tudor: qHTS Assay for Inhibitors of JMJD2A-Tudor Domain; Lysine-specific demethylase 4A (Homo sapiens), O75164; 390,000 compounds, 4.4% hits; AlphaScreen JMJD2A-Tudor / H3K4me3 peptide binding; Potency, µM (highest dose often 114 µM), inactives show at the top dose activity change, negative = inhibition, usual class: inhibitors; note: % is set by controls: 0 for no effect and ±100 for the full control effect; nearly all actives have a fitted effect of over 50% in size
# BAZ2B block: qHTS Assay for Inhibitors of BAZ2B; Bromodomain adjacent to zinc finger domain protein 2B (Homo sapiens), Q9UIF8; AlphaScreen BAZ2B-H3K14Ac peptide displacement; Potency, µM (titrated, usually from 114 µM), without a hit: at the highest dose activity change, negative = inhibition, usual class: inhibitors; 360,000 compounds, 4.4% hits; AID 504333, 2011; note: % is set by controls: 0 for no effect and ±100 for the full control effect; nearly all actives have a fitted effect of over 60% in size
#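 BAZ2B (50 nM) with biotin-H3(5-23)K14Ac peptide (50 nM) in PBS pH 7.4, 0.01% Tween-20, preformed 30 min, then compound 30 min at room temperature; top concentration 110uM. AlphaScreen streptavidin donor/nickel chelate acceptor beads (10 ug/mL final), 20 min dark, signal read.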
# PGK inhibitor: qHTS Assay to Find Inhibitors of Phosphoglycerate Kinase | 380,000 compounds, 0.043% hits | Potency, µM (highest dose often 57.5 µM), without a hit: top-dose activity change, negative = inhibition, hits mostly inhibitors | PGK/GAPDH coupled, Kinase-Glo luminescence, 60 min | AID 602233, 2012; note: % is set by controls: 0 for no effect and ±100 for the full control effect; nearly all actives have a fitted effect of over 60% in size
# Target sequence (P07378 whole entry, looked up): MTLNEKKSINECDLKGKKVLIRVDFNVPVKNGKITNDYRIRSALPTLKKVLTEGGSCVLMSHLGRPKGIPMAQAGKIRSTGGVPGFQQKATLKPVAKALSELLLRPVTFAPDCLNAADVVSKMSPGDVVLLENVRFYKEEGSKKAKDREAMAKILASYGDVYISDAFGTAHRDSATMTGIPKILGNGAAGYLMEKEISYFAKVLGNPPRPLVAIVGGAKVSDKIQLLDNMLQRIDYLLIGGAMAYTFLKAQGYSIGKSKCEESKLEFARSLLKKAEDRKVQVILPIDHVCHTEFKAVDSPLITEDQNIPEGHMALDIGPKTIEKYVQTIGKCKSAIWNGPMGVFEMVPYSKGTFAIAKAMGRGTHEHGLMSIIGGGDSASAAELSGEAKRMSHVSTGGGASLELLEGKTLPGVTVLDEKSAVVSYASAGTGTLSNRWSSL
#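 Recombinant glycosomal PGK reaction used 1,3-bisphosphoglycerate generated in-well by GAPDH (100nM final) in 100mM TEA pH 7.6, 5mM MgCl2, 0.01% Tween-20. After 60 minutes at room temperature, ATP was read by Kinase-Glo Plus luminescence end-point.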
# BLM helicase inh: qHTS Assay for Inhibitors of Bloom's syndrome helicase (BLM) | AID 2528, 2010 | RecQ-like DNA helicase BLM (Homo sapiens), P54132 | Potency, µM (doses to about 56.1 µM), for the others: top-dose activity change, negative = inhibition, hits mostly inhibitors | recombinant BLM DNA unwinding, fluorescence dequenching | 350,000 compounds, 0.2% hits;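 note: plate controls were vehicle for no effect and no enzyme for full effect; nearly all actives have a fitted effect of over 35% in size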
# Starred values were filed as active, the others as inactive; i = inactive; ? = inconclusive; · = no result given; & = joins results of further samples; ! = not confirmed by another sample; [ ] = dose if it differs, or a comment. Unless noted, calls come from the whole dose curve; as a rule, active = well fitted curve in the direction sought with a large enough effect; inconclusive = small, poorly fitted or top-dose-only effect, or another doubt; inactive = no such curve, though single readings can be large; an effect the other way counts as inactive or inconclusive. Potency is the fitted concentration of half-maximal effect.
Pin1 inhibitor	G9a inh	Pol iota inh	HP1b chromo inh	GLS inhibitor	JMJD2A Tudor	BAZ2B block	PGK inhibitor	BLM helicase inh	SMILES
-2%	47%	5%	31%	1%	4%	-18%	-4%	0%	CN(CC(=O)Nc1ccc(Cl)cc1)S(=O)(=O)c1ccc2c(c1)n(C)c(=O)c(=O)n2C
2%	-2%	-3%	42%[activator]	-8%	8%	?	5%	-2%	CC12CC(NC(=O)N1c1cccc(C(=O)N3CCN(c4ccccc4F)CC3)c1)c1ccccc1O2 (stereo unspecified)
-1%	-4%[59 µM]	-17%	33%	-4%	-3%	3%	-8%	0%	CCS(=O)(=O)N1CC(=O)N(c2ccc(C)c(C)c2)C(C)(C(=O)NC2CCCCC2)C1 (stereo unspecified)
?	?	-6%	38%	-5%	-24%	7%	i	-3%	COc1ccc(CNC(=O)CN2C(=O)C3CCCN3c3ncc(Cl)cc32)cc1 (stereo unspecified)
·	-26%	57%[activator]	37%	17%	2%	·	-5%	0%	O=C(NCc1cccs1)C1CC(c2ccc(F)cc2)=NO1 (stereo unspecified)
-5%	·	-8%	6%	6%	-19%	·	-10%	·	CCO[C@H]1OC(C(=O)O)=C[C@@H](c2cn(C(C)=O)c3ccccc23)[C@@H]1CCCO
-2%	-49%	9%	30%	1%	-3%	-10%	·	-5%	CCN(CC(=O)Nc1c(F)cccc1F)C(=O)c1ccc(C#N)cc1
-4%	60%[activator]	5%	46%	0%	-3%	9%	-4%	-11%	COc1ccccc1OCCCOc1ccc([N+](=O)[O-])cc1Cl

# In the list so far, 2 contain an aryl methoxy group.
Pin1 inhibitor	G9a inh	Pol iota inh	HP1b chromo inh	GLS inhibitor	JMJD2A Tudor	BAZ2B block	PGK inhibitor	BLM helicase inh	SMILES
?	?	-6%	38%	-5%	-24%	7%	i	-3%	COc1ccc(CNC(=O)CN2C(=O)C3CCCN3c3ncc(Cl)cc32)cc1 (stereo unspecified)
-4%	60%[activator]	5%	46%	0%	-3%	9%	-4%	-11%	COc1ccccc1OCCCOc1ccc([N+](=O)[O-])cc1Cl

# Next compounds follow:
Pin1 inhibitor	G9a inh	Pol iota inh	HP1b chromo inh	GLS inhibitor	JMJD2A Tudor	BAZ2B block	PGK inhibitor	BLM helicase inh	SMILES
12%	-1%[59 µM]	?	18%[57 µM]	2%	1%	2%	-1%	0%	CCn1ccc2cc(S(=O)(=O)N3CCCN(C(=O)Nc4cc(Cl)ccc4C)CC3)ccc21
0%	7%	-7%	37%	-3%	-1%	5%	-9%	-5%	COc1cc2cc(C(=O)N3CCC(Cc4ccccc4)CC3)[nH]c2cc1OC
-9%	?	0%	?	18%	22µM*	79µM*	8%	1%	O=c1c(CN2CCN(c3ccccn3)CC2)coc2ccccc12
-1%	5%[0.501 µM]	66%[activator]	29%	-8%	-27%	-1%	-3%	3%	COc1ccc(OC)c(N(CC(=O)NCCSCc2ccc(C)cc2)S(C)(=O)=O)c1
0%	19%[0.501 µM]	13%	10%	6%	-24%	-32%	-3%	2%	OCCNCc1cc(Br)ccc1OCc1ccc(Cl)cc1
0%	0%	29%	31%	2%	-9%	-3%	?	-2%	Cc1nn(-c2nc3ccccc3[nH]2)c(=O)c2ccccc12
0%	·	?	13%	-12%	-20%	·	i	·	COCCn1c(SCC(=O)NCC(c2ccccc2)N(C)C)nc2sc3c(c2c1=O)CCC3 (stereo unspecified)
-5%	-11%[59 µM]	70%[activator]	29%	2%	-11%	-1%	1%	0%	CCc1ccc(C(C(=O)NC(C)(C)CC)N(Cc2ccco2)C(=O)Cn2nnc3ccccc32)cc1 (stereo unspecified)
1%	-3%[0.0925 µM]	-10%	-7%	12%	?	-35%	-6%	-10%	COC(=O)c1c(C)n(-c2ccccc2)c2ccc(O)cc12
-1%	-1%	15%	18%	16%	-28%	-23%	-6%	-9%	CC1=NN(c2ccccc2)C(=O)C1C=Nc1ccccc1O (stereo unspecified)
-1%	28%	12%	10%	-6%	-23%	2%	-2%	-2%	O=C(NCCN1CCCCC1)/C(=C/c1ccco1)NC(=O)c1ccccc1
-4%	-1%[59 µM]	33%[activator]	30%	2%	-11%	-12%	5%	1%	COc1cccc(NC(=O)c2cc3c(=O)n(Cc4cccnc4)ccc3nc2C)c1
-5%	·	43%[activator]	27%	0%	-10%	1%	i	109%[activator]	O=C(CN1CCCCC1)n1c2ccccc2c2ccccc21
0%	21%	32%	54%[activator]	2%	0%	-17%	-7%	-7%	CCCCOc1ccccc1/C=N/NC(=O)CC#N
?	·	18µM*	-12%	?	?	·	-12%	·	COCCN(C(=O)c1cc(-c2ccco2)nc2ccccc12)c1c(N)n(Cc2ccccc2)c(=O)[nH]c1=O
-2%	4%	-1%	41%[activator]	1%	3%	3%	-7%	-8%	Cc1ccc(Cl)c(OCC(=O)N2CCc3ccccc3C2)c1
-15%	40µM*	22µM*	?	4%	-31%	?	-4%	?	O=C1C=C(Nc2ccccc2)c2ccccc2C1=O
-5%	·	2%	31%	5%	-12%	-7%	0%	-1%	O=C(c1cc(-c2ccccc2)on1)N1CCN(c2ccccc2)CC1
0%	18%[59 µM]	13%	18%	8%	-15%	-18%	-1%	-7%	O=S(=O)(c1ccc(NC(=S)N/N=C/c2ccc(N3CCOCC3)cc2)cc1)N1CCOCC1
4%	10%[59 µM]	4%	9%	11%	-15%	0%	-5%	5%	COc1cc(N)ccc1C(=O)O
0%	27%[59 µM]	131%[activator]	-3%	4%	?	-3%	-3%	-14%	CCCn1c(N)c(Br)c(=O)[nH]c1=O
?	-27%	?	23%	0%	-14%	-12%	·	18%	CCN(CC)CCNC(=O)c1ccc(NC(=O)COc2ccccc2F)cc1
2%	?	?	37%[activator]	-5%	-17%	5%	i	-18%	Cc1ccc(OCC(=O)c2cc(C)c(C)cc2C)c([N+](=O)[O-])n1
2%	-5%	73%[activator]	25%	2%	5%	1%	4%	-1%	Cc1onc(-c2c(F)cccc2Cl)c1C(=O)NNC(=O)C1CCN(Cc2ccccc2)CC1
20%	9%[12.7 µM]	2%	6%	1%	5%	-11%	0%	0%	CC(=O)c1cnn(-c2cc(Oc3ccccc3C)ncn2)c1C
15%	-5%[59 µM]	5%	11%	5%	-7%	-1%	2%	0%	CC(=O)c1ccn(S(=O)(=O)c2ccccc2)c1
-9%	2%[59 µM]	15%	21%	-1%	-6%	·	-7%	-2%	O=S(=O)(N=S(N1CCCCC1)N1CCCCC1)c1ccccc1
-1%	-23%[59 µM]	17%	29%	8%	-14%	-1%	3%	-7%	Cc1ccc(S(=O)(=O)c2c(C)nn(C(C)(C)C)c2OC(=O)c2ccc(Br)o2)cc1
4%	?	-3%	14%	4%	-14%	-5%	-6%	0%	CSc1nsc(SC)c1C(=O)N1CCN(S(=O)(=O)c2ccc(C)cc2)C1C (stereo unspecified)
1%	-1%[59 µM]	?	30%[activator]	-1%	89µM*	?	-7%	-1%	O=C(Nc1ccc2c(c1)OCCO2)c1cccnc1
1%	3.5µM*	20%	-27%	23%	?	40µM*	-2%	-6%	Cc1cc(C)c(S(=O)(=O)Nc2ccc(N(C)C)cc2)c(C)c1-n1cnnn1
1%	-2%[59 µM]	12%	19%	6%	-34%	-17%	-5%	2%	CC1=C(C(=O)Nc2cccc(Cl)c2)C2(CCCCCC2)OC1=O
4%	2%	-13%	63%[activator]	-4%	-9%	4%	-8%	-5%	C=CCn1c(=NC(=O)c2cccs2)sc2cc(NC(C)=O)ccc21
3%	10%[12.7 µM]	-2%	17%	5%	-12%	8%	6%	·	CC1CC(C)CN(C(=O)COC(=O)c2ccc3c(c2)OCO3)C1 (stereo unspecified)
-7%	27%	27%	-6%	-2%	-18%	4%	i	0%	O=C(Cc1ccc(F)cc1)NC1CCCCCC1
6%	?	30%	42%[activator]	0%	3%	-4%	0%	-7%	CC1=C(C(=O)N(C)Cc2ccccc2)C2(CCC(C)CC2)OC1=O (stereo unspecified)
0%	2%[59 µM]	2%	42%[activator]	-4%	-18%	4%	2%	-1%	COc1ccc(-c2nc3n(n2)C(c2ccc(OC)c(OC)c2)C(C(=O)Nc2cccnc2)=C(C)N3)cc1 (stereo unspecified)
41%[activator]	3.5µM*	?	-1%	11%	?	79µM*	-2%	0%	CCOC(=O)c1c(-c2ccc(C)o2)csc1NC(=O)COC(=O)c1ccc(NC(N)=O)cc1
-8%	-7%[59 µM]	1%	29%	1%	-7%	-1%	-2%	0%	O=C1NCCNC(=O)c2ccccc2OCCOc2ccccc21
-10%	56%[activator]	8%	27%	2%	-11%	-7%	i	-1%	COc1ccc(C2=NN(C(=O)CCC(=O)O)C(c3ccc(F)cc3)C2)cc1 (stereo unspecified)
?	40µM*	?	29%[57 µM]	4%&21%	32µM*	50µM*!	-7%&0%	-1%&3%	Cc1nnc(NC(=O)c2nc(S(=O)(=O)Cc3ccccc3)ncc2Cl)s1
3%	-46%[12.7 µM]	24%	22%	0%	-16%	14%	·	-17%	COc1ccc(OC)c(S(=O)(=O)NCCC2=CCCCC2)c1
-7%	-12%[59 µM]	-1%	-2%	1%	-31%	-39%	5%	-2%	O=C(CCCSc1nc(-c2ccco2)cc(C(F)(F)F)n1)Nc1ccc2c(c1)OCO2
0%	?	21%	-6%	7%	-22%	-15%	-3%	-5%	Cc1c2cnn(-c3ccccc3)c(=O)c2c(C)n1CC(=O)N1CCN(c2ccc(F)cc2)CC1

# A portion of the library (hit frequency here may not be typical).
